RmlC RmlD mix – inhibitors of RmlC and RmlD coupled enzymes; 0.39% of 110,000 active; RmlC/RmlD coupled enzyme inhibition, 384-well mixture HTS; AID 1532; inhibition, % at 5.5 µM; in the data active means inhibition above about 30%, passing the limit was not always enough; inconclusive means no clear call, values can overlap the other calls; further: strong numbers were not always called active
HIV RNase H inh – blocks HIV-1 RNase H cleavage of RNA/DNA duplex | P04585 | RT-RNase H RNA/DNA duplex cleavage, fluorescence | inhibition, % at 10 µM | 1.9% of 65,000 active | AID 565; in the data active means inhibition above about 50%
* = called active by the depositor; ? = inconclusive; / = not tested or not shown.

Results follow in this order: RmlC RmlD mix | HIV RNase H inh
- CN(CCCNC(=O)C1CCC(=O)N1Cc1ccccc1Cl)c1ccccc1 (centres undefined)
 : 8.4 | /
- Cc1c(O)ccc(/C(Cc2ccc3ccccc3n2)=N\O)c1O
 : 3.0 | /
- COc1ccc(/C=C/C(=O)c2ccc(O)cc2)cc1COc1ccc(F)cc1
 : -6.6 | /
- CCOCCN1CCN(c2c(C)c(C)nc3cc(-c4cc(OC)cc(OC)c4)nn23)CC1
 : 1.0 | -28.6
- O=C1CC(NC23CC4CC(CC(C4)C2)C3)C(=O)N1c1ccc2c(c1)OCO2 (centres undefined)
 : -2.9 | 5.4
- N=c1ccccn1CC(O)COc1ccccc1 (centres undefined)
 : 13.8 | -8.1
- COc1ccc(/C(O)=C2/C(=O)C(=O)N(Cc3ccco3)C2c2cccs2)cc1 (centres undefined)
 : 1.4 | -8.2
- CCC(=NCCCO)c1c(O)n(-c2ccc(OC)cc2)c(=O)[nH]c1=O
 : 4.3 | -5.8
- O=C(CNS(=O)(=O)c1ccc(Br)s1)N1CCC(N2CCCCC2)CC1
 : -10.4 | -19.1
- O=c1cc(NCc2ccccc2)c2ccccc2o1
 : 9.7 | -6.6
- O=C(OCCN=C1NS(=O)(=O)c2ccccc21)C1CC(=O)N(c2ccc(Cl)cc2)C1 (centres undefined)
 : 3.8 | -6.8
- Cc1oc(-c2ccccc2F)nc1CS(=O)(=O)CC(=O)NCCCN1CCc2ccccc2C1
 : -14.5 | -9.9
- Cc1nc2ccc(NC(=O)C(F)(F)F)cc2o1
 : -17.6 | /
- COc1ccccc1-c1cc(C(F)(F)F)nc(N2CCCCC2)n1
 : -22.3 | /
- O=C1c2ccccc2C(=O)N1CCc1nc2ccccc2c(=O)n1CCCn1ccnc1
 : -11.8 | -17.9
- CCOC(=O)N1CCN(C(=O)CN(Cc2ccccc2)S(=O)(=O)c2ccc(OC)c(Cl)c2)CC1
 : 8.2 | /
- COc1ccc(CCNC(=O)CSC2=Nc3ccccc3C3=NC(C(C)C)C(=O)N23)cc1OC (centres undefined)
 : / | -1.5
- O=C(Nc1cccnc1)c1ccc(Br)s1
 : 13.7 | -4.2
- CC(=O)Nc1ccc(S(=O)(=O)NCCC(=O)OCCN2C(=O)c3ccccc3C2=O)cc1
 : -11.6 | -4.5
- CCOc1cc(CNCCc2ccc(S(N)(=O)=O)cc2)ccc1OCc1ccccc1
 : -4.5 | /
- COc1cccc(C(=O)N2CCN(Cc3ccccn3)CC2)c1OC
 : 4.6 | -6.3
- CC1Cc2ccccc2N1C(=O)CSc1nc2cc3c(cc2cc1C#N)OCO3 (centres undefined)
 : 8.2 | 13.8
- CCC(C)(NC(=O)c1ccc(=O)[nH]c1)C(=O)NC1CCCC1 (centres undefined)
 : 12.1 | 2.0
- CCN(CC)S(=O)(=O)c1ccc(C(=O)NCc2cccs2)cc1
 : 8.1 | /
- CCOC(=O)/C(C#N)=C1/C=CNC(=O)N1
 : -7.2 | -5.6
- CCOc1ccc(C(F)(F)F)cc1NC(C)=O
 : -10.7 | -12.1
- CCOC(=O)c1sc(NC(=O)c2cccnc2)nc1C
 : 8.5 | -9.9
- N#Cc1c(SCc2cccc(Cl)c2)sc(C(=O)c2ccccc2)c1N
 : -10.1 | /
- CN=C(Nc1cc(C)nn1CCC#N)c1ccc(F)cc1
 : -9.6 | 0.3
- O=C(CC(=O)N/N=C\c1c(Cl)cccc1Cl)NCc1ccccc1
 : 8.1 | /
- Cc1nnc(C)n1/N=C/c1ccccc1
 : -14.2 | /
- CC(=O)c1cccc(NC(=O)C=C(C)C)c1
 : -7.5 | -10.7
- Cc1ccc(CNC(=O)C(=O)NCC2OCCN2C(=O)c2ccc(Cl)cc2)cc1 (centres undefined)
 : -14.4 | /
- O=C(c1ccccc1)c1sc(N2CCCCCC2)nc1-c1ccccc1
 : -7.8 | /
- CN(NC(=O)Nc1ccc(Cl)cc1)c1ncc(C(F)(F)F)cc1Cl
 : -8.3 | /
- COc1cc(NC(=O)c2noc3c2CCCC3)c(OC)cc1Cl
 : -17.3 | 1.2
- COc1ccc(OC)c(NC(=O)CSc2nnc(C3CCCCC3)n2-c2ccccc2)c1
 : 5.6 | /
- Cc1[nH]nc2c1C(c1cccc(OC(=O)N3CCOCC3)c1)C(C#N)=C(N)O2 (centres undefined)
 : -2.5 | 2.5
- Cn1nc(C(=O)Nc2cccc(C(F)(F)F)c2)ccc1=O
 : -11.0 | -18.3
- CC(=O)c1cc(F)c(N2CCN(CCC#N)CC2)cc1C
 : -6.1 | 3.0
- Cc1cc(C)c[n+](CC(=O)c2cc3ccccc3oc2=O)c1
 : -42.0 | /
- COc1cc(CNCCN2CCOCC2)ccc1OCc1ccccc1Cl
 : -10.2 | /
- CC1(C)CC(=O)C(C=Nc2cccnc2)=C(O)C1
 : 1.8 | 0.1
- CCC(=NCC1CCCO1)c1c(O)[nH]c(=O)[nH]c1=O (centres undefined)
 : -16.1 | -6.9
- CCCOC(=O)NC(CC)COC(=O)Nc1cccc(C)c1C (centres undefined)
 : 5.4 | -4.7
- CC(C)c1nnc(NC(=O)c2ccc(S(=O)(=O)N3CCOCC3)cc2)s1
 : -3.1 | -7.0
- Cc1ccc(N2C(=O)c3cccc4c(N5CCN(C)CC5)ccc(c34)C2=O)c2cccnc12
 : -5.7 | -5.2
- O=C1NC(=O)C2C1C(c1ccccc1)N1C3C(=O)NC(=O)C3C(c3ccccc3)N21 (centres undefined)
 : 5.7 | /
- CCc1cc(=O)n2[nH]c(C)c(-c3ccccc3OC)c2n1
 : -12.5 | -7.3
- COC(=O)[C@@]1(Cc2ccccc2)[C@H]2c3cc(C(=O)N4CCCC4)n(Cc4ccsc4Br)c3C[C@H]2CN1C(=O)c1ccccc1
 : -10.8 | /
- Nc1ccc(Nc2ccccc2)cc1
 : -12.4 | /
- CC1CCCCN1C(=O)c1cnn2c(C(F)(F)F)cc(-c3ccco3)nc12 (centres undefined)
 : -3.9 | -13.1
- COCCn1c(SCC(=O)Nc2ccc(S(=O)(=O)N(C)C)cc2)nc2ccccc21
 : 7.9 | /
- NC(=O)c1csc(-c2ccncc2)n1
 : 17.5 | /
- COc1cccc(NC(=O)N2CCCC2C(=O)NCC(C)C)c1 (centres undefined)
 : -13.7 | -0.8
- Cc1cc(N2CCN(c3ccccc3)CC2)nc(-c2ccccc2)n1
 : -11.4 | 28.0
- CC(C)CCNC(=O)C(c1ccco1)N(CC1CCCO1)C(=O)Cn1nnc2ccccc21 (centres undefined)
 : -11.3 | 0.2
- CCSc1nnc(NC(=O)CSc2nc3c(cc2C#N)CCCC3)s1
 : ? | /
- Brc1ccc(NCc2nnc3n2CCCCC3)cc1
 : 8.4 | 0.2
- Cn1c(=O)c2c(nc(CN3CCC(C(N)=O)CC3)n2CCCc2ccccc2)n(C)c1=O
 : -9.1 | -15.0

More structures.
Results follow in this order: RmlC RmlD mix | HIV RNase H inh
- O=C(c1cnc(-c2ccc(Cl)cc2)s1)c1ccc(Cl)cc1Cl
 : -3.6 | /
- Cc1ccc(S(=O)(=O)N(C)CC(=O)Nc2ccccc2)cc1
 : -81.2 | /
- CCOC(=O)c1cccc(NC(=O)C2CCCN(S(=O)(=O)c3c(C)nn(C)c3C)C2)c1 (centres undefined)
 : 6.4 | -7.4
- COc1ccc(S(=O)(=O)Cc2ccc(C(=O)N3CCN(c4ccccc4)CC3)o2)cc1
 : -14.0 | -9.0
- COc1ccc(C/C(N)=N/OC(=O)Cc2ccc(OC)c(OC)c2)cc1
 : -10.8 | /
- CCOC(=O)C1=CN(C)C=C(C(=O)OCC)C1c1ccsc1
 : 19.4 | 46.8
- CC(=NCc1cccnc1)c1c(O)n(-c2ccccc2)c(=O)[nH]c1=O
 : -9.5 | /
- CC(C)(C)SCCNC(=O)CSc1ccccc1
 : -23.2 | -2.6
- Nn1c(SCC(=O)N2CCN(S(=O)(=O)c3ccc(Cl)cc3)CC2)nnc1-c1cccs1
 : 9.1 | /
- Cc1ccc2cc(CN(CC3CCCO3)C(=O)C(C)C)c(=O)[nH]c2c1 (centres undefined)
 : -1.9 | 1.8
- Cn1c(=O)c2c(ncn2CC(=O)N2CCN(c3ccc(F)cc3)CC2)n(C)c1=O
 : -12.0 | -7.2
- CCOC(=O)/C=C1\SCC(=O)N1Cc1nnc(-c2ccccc2Br)o1
 : -11.0 | 12.5
- COc1cccc(CNC(=O)C2CCN(S(=O)(=O)c3ccc(F)cc3)CC2)c1
 : 5.3 | -0.6
- COC(=O)C1=C(C)Nc2nnnn2C1c1ccc(Cl)cc1Cl (centres undefined)
 : 5.6 | -28.2
- CN(C(=O)CSc1nnc(Cc2cccc3ccccc23)n1N)C1CCS(=O)(=O)C1 (centres undefined)
 : -11.1 | /
- CSc1ccccc1C(=O)Nc1cc(C)cc(C)c1
 : 5.7 | /
- COc1ccccc1CN1CCCC(C(=O)N(C)Cc2ccccc2)C1 (centres undefined)
 : 10.2 | -6.7
- CC1(C)CC(C2N3CC4(C)CN2CC(C)(C3)C4=O)CCO1 (centres undefined)
 : 7.3 | -11.2
- CCOCCn1c(SCCCc2ccccc2)nc2c1c(=O)[nH]c(=O)n2C
 : 4.6 | -40.5
- CN1C(=O)c2ccc(NC(=O)c3c(F)c(F)c(F)c(F)c3F)cc2C1=O
 : -6.5 | -2.2

The final 7 compounds of the part above are carried over, then new ones follow.
Results follow in this order: RmlC RmlD mix | HIV RNase H inh
- COC(=O)C1=C(C)Nc2nnnn2C1c1ccc(Cl)cc1Cl (centres undefined)
 : 5.6 | -28.2
- CN(C(=O)CSc1nnc(Cc2cccc3ccccc23)n1N)C1CCS(=O)(=O)C1 (centres undefined)
 : -11.1 | /
- CSc1ccccc1C(=O)Nc1cc(C)cc(C)c1
 : 5.7 | /
- COc1ccccc1CN1CCCC(C(=O)N(C)Cc2ccccc2)C1 (centres undefined)
 : 10.2 | -6.7
- CC1(C)CC(C2N3CC4(C)CN2CC(C)(C3)C4=O)CCO1 (centres undefined)
 : 7.3 | -11.2
- CCOCCn1c(SCCCc2ccccc2)nc2c1c(=O)[nH]c(=O)n2C
 : 4.6 | -40.5
- CN1C(=O)c2ccc(NC(=O)c3c(F)c(F)c(F)c(F)c3F)cc2C1=O
 : -6.5 | -2.2
- COc1ccc2c(c1)c(C(C)=O)c(C)n2-c1ccccc1
 : -9.9 | /
- Cc1ccc(C2(C(F)(F)F)NC(=O)N3CCCN=C3S2)cc1 (centres undefined)
 : -10.8 | -22.6
- CCC1CCCN1Cn1cnc2c([nH]c3ccccc32)c1=O (centres undefined)
 : / | -13.3
- CNC(=O)c1sc(SC)cc1-c1ccc(Cl)cc1
 : -12.3 | /
- CC(c1ccco1)N(C(=O)c1ccc(S(=O)(=O)N2CCCCC2)cc1)c1ccccn1 (centres undefined)
 : 6.2 | -1.4
- OCCN1CCN(c2nc(-c3ccccc3)nc3c2oc2ccccc23)CC1
 : / | -7.0
- CC1(C)Cc2c(sc3ncn4nc(-c5ccco5)nc4c23)CO1
 : / | -3.2
- COc1ccc2c(c1)c(N=O)c(O)n2C
 : -7.5 | /
- COc1ccc(/C(N)=N/OC(=O)Cc2ccc(OC)c(OC)c2)cc1
 : 4.8 | /
- CCCCn1c(-c2nn(C)c(C)c2Cl)n[nH]c1=S
 : -3.8 | /
- CCCCN(C(=O)Cc1cccs1)c1nnc(-c2cccnc2)s1
 : 8.3 | /
- Nc1nonc1-c1nc2ccccc2n1CC(=O)N1CCN(c2ccc(F)cc2)CC1
 : -9.7 | -2.2
- COc1ccc(N2C(=O)C3CCCN3C2c2cccc(F)c2)cc1Cl (centres undefined)
 : 5.5 | -26.6
- CCC(C)NC(=O)C1c2ccccc2C(=O)N(c2ccc(OC)cc2)C1c1ccc(OC)cc1 (centres undefined)
 : 24.9 | /
- Cc1ccc2c(c1)-c1c(ssc1=S)C(C)(C)N2C(=O)CN1C(=O)c2ccccc2C1=O
 : -10.3 | /
- CCc1nnc(NC(=O)C2CCN(c3cnccn3)CC2)s1
 : -8.4 | -5.5
- CNC(=O)C(Sc1ccccc1)c1ccccc1 (centres undefined)
 : -13.3 | -8.3
- CCOC(=O)Cn1c(=O)c2c(nc(N3CCCCC3)n2C)n(C)c1=O
 : 4.6 | -2.3
- COC(=O)c1ccccc1NC(=O)CSc1nc(-c2ccco2)cc(C(F)(F)F)n1
 : -0.4 | -14.9
- CN1CCN(c2nc(-c3cccs3)cc(C(F)(F)F)n2)CC1
 : -5.1 | 2.6
- CCOc1ccc(NC(=O)c2ccco2)cc1
 : -11.0 | -6.9
- CSCC[C@H](Nc1ncnc2sc(C)c(C)c12)C(=O)O
 : 5.1 | /
- CC1(C(=O)O)CCC(C(=O)Nc2ccc3ccccc3c2)C1(C)C (centres undefined)
 : 4.1 | /
- CCOC(=O)N1CCC(NC(=O)CCc2c(C)nc3c(c(C)nn3-c3ccccc3)c2C)CC1
 : / | -7.5
- Cc1cccc(C)c1NC(=O)C1CC(=O)N(C(C)C)C1 (centres undefined)
 : 2.0 | -3.5
- CCCNC(=O)Cc1cc(=O)[nH]c(=O)[nH]1
 : -7.1 | 0.6
- O=C(c1ccc(Cl)cc1)c1cnc(-c2ccc(Cl)cc2)s1
 : 4.4 | /
- Clc1ncc(CN2CCN(Cc3ccccc3)CC2)s1
 : 4.8 | /
- O=C(CSc1nnc(NC(=O)CN2CCOCC2)s1)Nc1ccccc1
 : -3.3 | 0.7
- CCOc1ccc(/C=N/n2cnnc2)cc1
 : -42.2 | -7.1
- CSc1nc(C2CC2)cc(-c2cccs2)c1C#N
 : 4.0 | -4.7
- CC(=O)Nc1ccc(S(=O)(=O)Nc2nc3ccccc3nc2N2CCCCCC2)cc1
 : -8.4 | /
- CC(=O)/C(=C/N(C)C)Sc1ccc(C)cc1
 : -3.5 | /
- CCOC(=O)c1cnn(-c2ncnc3sc(CC)cc23)c1N
 : 6.7 | /
- COCCNC(=O)c1c(N)n(CCC(C)C)c2nc3ccccc3nc12
 : -152.6 | /
- Cc1ccc2oc(=O)c3cnn(CC(=O)N(CCC(C)C)Cc4ccco4)c3c2c1
 : 3.3 | 18.4
- O=C(Cc1csc(N2CCOCC2)n1)N/N=C/c1cccc(O)c1
 : -1.3 | /

Source: PubChem BioAssay

Not all compounds are listed; count on the stated rates, not on these rows.
